Bioassay records deposited in PubChem by National Center for Advancing Translational Sciences (NCATS).
AmpC inh det – AmpC beta-lactamase inhibition, detergent assay; P00811; purified AmpC, nitrocefin hydrolysis with detergent; Potency, µM (doses to about 28.7 µM), inactives show at the highest dose activity change, negative = inhibition; 0.09% of 71,000 active; AID 584; active means well fitted curve in the direction sought with a large enough effect
Target sequence (P00811 whole entry, looked up): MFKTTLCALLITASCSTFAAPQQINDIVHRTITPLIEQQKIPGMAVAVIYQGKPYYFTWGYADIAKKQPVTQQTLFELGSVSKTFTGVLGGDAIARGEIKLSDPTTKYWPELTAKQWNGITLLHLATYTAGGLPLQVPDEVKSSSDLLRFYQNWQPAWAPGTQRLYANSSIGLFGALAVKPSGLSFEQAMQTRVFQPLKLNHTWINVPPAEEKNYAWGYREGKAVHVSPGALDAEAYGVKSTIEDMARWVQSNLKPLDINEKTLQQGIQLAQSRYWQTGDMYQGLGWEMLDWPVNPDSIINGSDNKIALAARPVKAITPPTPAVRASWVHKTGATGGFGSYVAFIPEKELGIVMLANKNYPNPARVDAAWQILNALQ
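E. coli AmpC (5.3 nM) in 20 mM phosphate pH 7.0 with 0.01% Triton X-100, preincubated 15 min RT with compound; nitrocefin (2 uL of 800 uM stock) hydrolysis followed by 480 nm absorbance every 20 s over 4 min.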
Numbers without * were called inactive; & = joins results of further samples; [ ] = remark or other dose. On the % scale 0 is the no-effect control and ±100 the full control effect; potency means the concentration at half of the fitted maximal effect.

entry	SMILES	AmpC inh det
1	CC1(C)Oc2ccc(C#N)cc2[C@H](N2CCCC2=O)[C@H]1O	1.0%&1.6%
2	CCn1cc(C(=O)O)c(=O)c2cc(F)c(N3CCN[C@@H](C)C3)c(F)c21	0.3%[12.8 µM]
3	CCOC(=O)Nc1ccc2c(c1)N(C(=O)CCN1CCOCC1)c1ccccc1S2	-2.6%
4	C[C@@H](Cc1cccc(C(F)(F)F)c1)NCCOC(=O)c1ccccc1	2.2%[12.8 µM]
5	Cc1cc(O)c2c(c1)C(=O)c1cccc(O)c1C2=O	8.6%
6	CC(C)[C@@H]1C(=O)N(S(C)(=O)=O)[C@H]2CCN(C(=O)/C=C\CN3CCCCC3)[C@@H]12	-3.6%
7	CCCN(CCC)C(=O)[C@@H](CCC(=O)O)NC(=O)c1ccccc1	-5.8%[12.8 µM]
8	COc1cc(C)nc(-n2nc(C)cc2OC)n1	-4.6%[12.8 µM]
9	COc1cc(C(=O)NCCCCCC(=O)O)cc(OC)c1OC	13.1%
10	Oc1ccc([C@@H]2CNCCc3c2cc(O)c(O)c3Cl)cc1	-1.3%&-5.4%
11	C[C@H](CCC(=O)O)[C@H]1CC[C@@H]2[C@@H]3[C@@H](O)C[C@H]4C[C@@H](O)CC[C@@]4(C)[C@H]3CC[C@@]21C	-3.7%[12.8 µM]
12	CCOC(=O)Nc1ccc(NCc2ccc(F)cc2)nc1N	-4.1%
13	CCN(CC)CCOC(=O)C(c1ccccc1)c1ccccc1	-3.0%[12.8 µM]
14	C[C@@H]1O[C@@H](O[C@@H]2[C@@H](O)[C@H](OCCc3ccc(O)c(O)c3)O[C@H](CO[C@@H]3O[C@H](CO)[C@@H](O)[C@H](O)[C@H]3O)[C@H]2OC(=O)/C=C/c2ccc(O)c(O)c2)[C@H](O)[C@H](O)[C@H]1O	7.8%
15	CC(C)(C(=O)c1cccnc1)c1cccnc1	-0.7%[12.8 µM]
16	O=C1CCc2cc(OCCCCc3nnnn3C3CCCCC3)ccc2N1	-5.3%&-3.2%
17	CCCc1cc(C(N)=S)ccn1	-0.9%
18	CCN(CCCCOC(=O)c1ccc(OC)c(OC)c1)[C@@H](C)Cc1ccc(OC)cc1	0.4%[12.8 µM]
19	C[C@@]12CCC(=O)C=C1CC[C@H]1[C@H]3CC[C@](O)(C(=O)CO)[C@]3(C)CC[C@@H]12	-4.6%
20	C[C@H]1C[C@@H]2[C@H]3CCC4=CC(=O)C=C[C@@]4(C)[C@@]3(Cl)[C@@H](O)C[C@]2(C)[C@]1(OC(=O)c1ccco1)C(=O)CCl	0.6%[12.8 µM]
21	C[C@]12CC[C@@H]3C(=CCc4cc(O)ccc43)[C@@H]1CCC2=O	-3.7%[12.8 µM]
22	Nc1cc(=O)[nH]c(N)n1	1.1%&-2.6%
23	O=C(O)[C@@H]1[C@@H]2C[C@H]3c4[nH]c5ccccc5c4CCN3C[C@@H]2CC[C@@H]1O	-5.1%
24	COc1ccc([C@@H]2CNC(=O)C2)cc1OC1CCCC1	-2.5%
25	COc1c(O)cc2c(c1O)[C@@H]1O[C@@H](CO)[C@@H](O)[C@@H](O)[C@@H]1OC2=O	-0.5%[12.8 µM]
26	CC[C@H]1C(=O)OC[C@@H]1Cc1cncn1C	-1.0%
27	Cc1nc2c([nH]1)c(=O)n(C)c(=O)n2Cc1ccco1	-2.1%
28	CN(C)CCC[C@@]1(c2ccc(F)cc2)OCc2cc(C#N)ccc21	-2.6%&-1.6%
29	CCCCOC(=O)c1ccc(N)cc1	7.5%
30	CN(C)CCO[C@](C)(c1ccccc1)c1ccccn1	-2.1%[12.8 µM]

Two entries drawn at random from the list so far, as already listed:
entry	SMILES	AmpC inh det
18	CCN(CCCCOC(=O)c1ccc(OC)c(OC)c1)[C@@H](C)Cc1ccc(OC)cc1	0.4%[12.8 µM]
26	CC[C@H]1C(=O)OC[C@@H]1Cc1cncn1C	-1.0%

New compounds follow
entry	SMILES	AmpC inh det
31	NC(=O)c1ccc(-c2nc(-c3ccc4c(c3)OCO4)c(-c3ccccn3)[nH]2)cc1	-6.1%
32	CN1CCN(CCCN2c3ccccc3Sc3ccc(S(=O)(=O)N(C)C)cc32)CC1	-4.6%[12.8 µM]
33	O=C(NCCN1CCOCC1)c1ccc(Cl)cc1	-1.1%
34	O=C(O)CCCCCCCC(=O)O	-1.5%
35	Cc1oncc1C(=O)Nc1ccc(C(F)(F)F)cc1	-1.7%[12.8 µM]
36	C[C@@H]1[C@H](C)CC[C@@]2(C(=O)O[C@H]3O[C@@H](CO[C@H]4O[C@@H](CO)[C@@H](O[C@H]5O[C@@H](C)[C@@H](O)[C@@H](O)[C@@H]5O)[C@@H](O)[C@@H]4O)[C@@H](O)[C@@H](O)[C@@H]3O)CC[C@]3(C)C(=CC[C@H]4[C@@]5(C)C[C@@H](O)[C@@H](O)[C@](C)(CO)[C@@H]5CC[C@@]43C)[C@@H]12	-0.2%[12.8 µM]
37	CN1CCC(=C2c3ccccc3CC(=O)c3sccc32)CC1	-5.8%
38	CN1CCN(c2c(F)cc3c(=O)c(C(=O)O)cn4c3c2SCC4)CC1	17.7%

Entries above with nitrogen in an aromatic ring, in the order listed:
entry	SMILES	AmpC inh det
2	CCn1cc(C(=O)O)c(=O)c2cc(F)c(N3CCN[C@@H](C)C3)c(F)c21	0.3%[12.8 µM]
8	COc1cc(C)nc(-n2nc(C)cc2OC)n1	-4.6%[12.8 µM]
12	CCOC(=O)Nc1ccc(NCc2ccc(F)cc2)nc1N	-4.1%
15	CC(C)(C(=O)c1cccnc1)c1cccnc1	-0.7%[12.8 µM]
16	O=C1CCc2cc(OCCCCc3nnnn3C3CCCCC3)ccc2N1	-5.3%&-3.2%
17	CCCc1cc(C(N)=S)ccn1	-0.9%
22	Nc1cc(=O)[nH]c(N)n1	1.1%&-2.6%
23	O=C(O)[C@@H]1[C@@H]2C[C@H]3c4[nH]c5ccccc5c4CCN3C[C@@H]2CC[C@@H]1O	-5.1%
26	CC[C@H]1C(=O)OC[C@@H]1Cc1cncn1C	-1.0%
27	Cc1nc2c([nH]1)c(=O)n(C)c(=O)n2Cc1ccco1	-2.1%
30	CN(C)CCO[C@](C)(c1ccccc1)c1ccccn1	-2.1%[12.8 µM]
31	NC(=O)c1ccc(-c2nc(-c3ccc4c(c3)OCO4)c(-c3ccccn3)[nH]2)cc1	-6.1%
35	Cc1oncc1C(=O)Nc1ccc(C(F)(F)F)cc1	-1.7%[12.8 µM]
38	CN1CCN(c2c(F)cc3c(=O)c(C(=O)O)cn4c3c2SCC4)CC1	17.7%

These rows are one share of the data. The share of hits here may be higher or lower than overall.
